# Source: PubChem (The Scripps Research Institute Molecular Screening Center)
# ASAP1 inh – inhibitors of human ASAP1 ArfGAP activity; inhibition, % at 16.5 µM; 0.19% of 360,000 active; ASAP1-stimulated ARF1 GTP hydrolysis, GDP FP detection; Q9ULH1; in the data active = inhibition above about 25%;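 note: 0% = vehicle with enzyme and substrate and 100% = no enzyme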
# ADAM17 inh – inhibitors of human ADAM17; 0.83% of 370,000 active; inhibition, % at 6.95 µM; recombinant ADAM17, EDANS/DABCYL FRET peptide cleavage;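 active = inhibition above the mean of compounds lying between control limits plus 3 SD, set per campaign, cut at about 8.5% in these data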;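 note: 0% = DMSO-only wells as the low control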
# PLCb3 inh – inhibitors of human phospholipase C beta3; 0.18% of 370,000 active; Purified PLC-beta3, fluorogenic substrate, fluorescence; inhibition, % at 12.2 µM; Q01970; in the data active = inhibition above about 11%;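 note: 0% = median of compound wells on plate and 100% = full blocker control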
# KLK7 zymogen act – proKLK7 (human) activation, primary screen | AID 652039 | purified proKLK7, EDANS-DABCYL substrate fluorescence; 100% is mature enzyme control, 0% vehicle | 0.9% of 370,000 active | P49862 | activation, % at 7 µM;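 active = activation above the mean of all tested compounds plus 3 SD, computed per campaign excluding outliers beyond control limits, cut at about 13% in these data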
# Target sequence (P49862 whole entry, looked up): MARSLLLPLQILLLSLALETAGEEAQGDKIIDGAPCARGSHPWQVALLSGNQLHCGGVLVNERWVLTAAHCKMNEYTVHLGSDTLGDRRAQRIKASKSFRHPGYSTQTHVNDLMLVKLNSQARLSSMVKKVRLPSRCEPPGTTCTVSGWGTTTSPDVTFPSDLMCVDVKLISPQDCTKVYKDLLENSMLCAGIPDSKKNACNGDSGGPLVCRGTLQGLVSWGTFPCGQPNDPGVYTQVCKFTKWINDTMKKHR
# UHRF1 MBD2 ctr – blocks human UHRF1 binding to methylated DNA; Q96T88; UHRF1 binding to methylated oligo, TR-FRET; inhibition, % at 4.4 µM; 0.75% of 370,000 active; in the data active = inhibition above about 21%;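 note: UHRF1 SRA domain binding a hemimethylated CpG hairpin DNA probe; 0% = median of test compound wells and 100% = reference inhibitor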
# Target sequence (Q96T88 whole entry, looked up, the tested form may be a part): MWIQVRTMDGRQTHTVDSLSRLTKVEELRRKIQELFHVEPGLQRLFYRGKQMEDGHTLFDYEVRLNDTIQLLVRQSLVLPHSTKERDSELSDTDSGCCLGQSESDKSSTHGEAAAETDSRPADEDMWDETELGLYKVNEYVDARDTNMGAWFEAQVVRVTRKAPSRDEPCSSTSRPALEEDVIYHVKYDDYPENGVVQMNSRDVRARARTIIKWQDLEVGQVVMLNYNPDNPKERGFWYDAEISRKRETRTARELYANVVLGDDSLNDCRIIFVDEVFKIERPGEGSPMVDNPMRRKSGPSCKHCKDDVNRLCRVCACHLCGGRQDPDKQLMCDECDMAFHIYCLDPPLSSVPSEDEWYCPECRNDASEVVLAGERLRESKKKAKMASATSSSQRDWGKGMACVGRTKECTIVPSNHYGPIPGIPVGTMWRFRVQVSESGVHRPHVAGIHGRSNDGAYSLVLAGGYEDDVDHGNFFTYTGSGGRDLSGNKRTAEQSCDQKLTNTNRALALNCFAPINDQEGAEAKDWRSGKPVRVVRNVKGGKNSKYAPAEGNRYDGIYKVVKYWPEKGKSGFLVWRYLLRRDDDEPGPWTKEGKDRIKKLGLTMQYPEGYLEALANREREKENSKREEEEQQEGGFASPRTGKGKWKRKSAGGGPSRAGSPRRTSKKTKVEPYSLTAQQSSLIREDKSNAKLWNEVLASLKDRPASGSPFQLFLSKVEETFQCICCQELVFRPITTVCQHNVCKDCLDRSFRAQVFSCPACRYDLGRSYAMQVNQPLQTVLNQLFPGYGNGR
# MBD2 inh – blocks human MBD2 binding to methylated DNA; Q9UBB5; TR-FRET, MBD2 binding to methylated oligonucleotide; 0.31% of 370,000 active; inhibition, % at 4.4 µM; in the data active = inhibition above about 13%
# ARFGAP1 inh – rat ARFGAP1 inhibition; Arfgap1-stimulated ARF1 GTP hydrolysis, GDP FP detection; Q62848; AID 651572; 0.26% of 360,000 active; inhibition, % at 16.5 µM;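 active = inhibition above a per-plate limit, mean inhibition of low control wells plus 3 SD, cut at about 25% in these data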;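 note: 0% = DMSO wells with enzyme and 100% = wells lacking Arfgap1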
#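 Material: truncated rat Arfgap1 GAP domain; Incubation: compound-enzyme preincubation 20 min, reaction 120 min, detection 60 min, 25 °C; Read-out: percent inhibition of Arfgap1-stimulated GTP hydrolysis; Technique: FP, GDP Alexa 633 tracer displaced from anti-GDP antibody, 620/688 nm; Controls: No-Arfgap1 wells (100%) versus DMSO full-reaction wells (0%); Replication: single well per compound.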
# PLCg1 inh – PLC-gamma1 (human) inhibition, primary screen | purified PLC-gamma1, fluorogenic substrate, fluorescence | inhibition, % at 12.2 µM | 0.84% of 370,000 active; in the data active = inhibition above about 9.5%
# Tn7 DDE FP – DD(E)-Tn7 binding inhibition, primary FP screen | 0.13% of 370,000 active | FP displacement of FITC-Tn7 peptide from fibrin DD(E); 0% = median of compound wells per plate | inhibition, % at 8.3 µM | P02675;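 active = inhibition above the mean of compounds falling within the control limits plus 3 SD of them, cut at about 14% in these data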;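 note: 0% = plate median of compound wells and 100% = 10 µM Aha-Tn7 peptide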
#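 system = human fibrin DD(E) protein | quantity = DD(E) 2 µM final | medium = Tris/NaCl/CaCl2 buffer, pH 7.8 | also added = labelled Tn7 tracer, 0.1 µM | compound dosing = single point at 8.3 µM | timing = compound with protein 10 min, then 3 h after probe, room temperature | signal = FP measurement | benchmarks = Aha-Tn7 high control | repeats = one replicate per compound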
# Tn6 DDE FP – inhibitors of Tn6 peptide binding to human fibrin DD(E) | P02675 | Fibrin DD(E) TRITC-Tn6 fluorescence polarization displacement | inhibition, % at 8.3 µM | 0.21% of 370,000 active;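 active = inhibition above a per-campaign cutoff: mean of compounds within control limits plus 3 SD, cut at about 15% in these data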;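 note: 0% = median of all compound wells on the plate and 100% = blocking peptide control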
# An asterisk follows results filed as active; i = inactive; . = not tested or not shown.
SMILES,ASAP1 inh,ADAM17 inh,PLCb3 inh,KLK7 zymogen act,UHRF1 MBD2 ctr,MBD2 inh,ARFGAP1 inh,PLCg1 inh,Tn7 DDE FP,Tn6 DDE FP
COc1ccc(C(C)=O)cc1COC(=O)c1cccc(N(C)C)c1,4,4,-55,-1.9,3,3,10,-39,1,-3
CC1c2ccsc2CCN1S(=O)(=O)c1cccs1 (stereo not given),1,-4,-5,-0.1,1,3,-5,-1,-1,-1
COCCn1c(C)cc(C(=O)CN2C(=O)C(=O)N(CCC3=CCCCC3)C2=O)c1C,5,-2,-1,0.5,-1,-4,-3,4,8,7
CC1Cc2nc(SCC(=O)N3CCCC3)n(C)c(=O)c2S1 (stereo not given),-14,1,0,0.5,1,0,-25,1,-4,-1
CC(CCN1CCC(n2nccc2NC(=O)c2ccccc2Cl)CC1)c1ccccc1 (stereo not given),-14,0,-5,-0.1,-1,-3,4,1,-1,4
COC(=O)C1=CNC=C(C(=O)OC)C1c1cccc(OC)c1,9,i,i,6.0,0,-3,12,i,-4,9
CCOC(=O)N1C2C=CC(C2)N1C(=O)OCC,-8,-1,-7,0.3,0,3,8,1,-4,4
O=C(Nc1ccccc1)OCC1CCCN2CCCCC12 (stereo not given),-8,-3,-3,-0.1,2,3,-12,-2,9,0
O=C(O)c1cc(CN2CCOCC2)oc1-c1ccccc1,4,-1,2,1.0,2,2,11,0,6,3
c1ccc(Cn2ccc3ccc(-c4ccc5ccn(Cc6cccc(-c7ccsc7)c6)c5c4)cc32)cc1,.,-12,-46,-1.3,-2,-3,.,-32,11,-1
Cc1[nH]c2ccc(C(=O)NCCCN3CCCCCC3)cc2c1C,2,-6,-37,0.4,6,0,4,-21,-1,-13
Cc1c(OCC(=O)NCC(O)c2ccccc2)ccc2c3c(c(=O)oc12)CCC3 (stereo not given),7,-26,-10,-1.0,-2,4,7,-5,5,4
CCCn1c(O)c(CN2CCCCC2)c(C)c(C#N)c1=O,-4,-5,-26,1.6,-9,-3,16,-22,-5,-2
CC(Cc1c[nH]c2ccccc12)NC(=O)C1CCCNC1=O (stereo not given),1,-6,-2,-0.3,1,3,1,0,-5,2
CN(C)c1nc(N)nc(CSc2n[nH]c(-c3ccccc3)n2)n1,-1,-5,1,0.3,3,4,1,-1,12,8
O=c1cc(-c2ccc(F)cc2)oc2ccccc12,-14,-3,0,0.3,-12,1,5,0,1,2
COC(=O)N/N=C/c1cccnc1,1,0,5,0.5,-5,-1,0,0,-3,5
CN(C)CCn1c(C(=O)O)cc2ccccc21,9,-2,0,-0.2,0,-3,7,1,12,4
Nn1c(COc2ccc(Cl)cc2)nc2ccccc2c1=O,-4,-2,3,-0.2,-2,-4,-15,1,1,2
CC1SC(c2ccc(F)cc2)N(CCc2ccccc2)C1=O (stereo not given),-1,-3,-2,-0.2,-1,1,3,3,-4,-2
CCC(C)NC(=O)CC(c1ccccc1)c1cc(C)ccc1O (stereo not given),-12,0,0,-1.0,0,0,-1,0,-2,-4
CCN(CC)c1ccc(C(=O)OCC(=O)NC(C)(C)C)cc1,3,-1,-3,0.3,-2,4,4,-7,-6,-8
CCCCc1c(O)n2c(nc3ccccc32)[nH]c1=O,6,-3,-5,0.4,0,-5,6,-2,-7,-2
Cc1ccc(NC(=O)C(=O)NN)cc1,-1,-2,-5,0.6,1,1,2,3,-8,2
O=C(CSc1nc2ccccc2s1)NNC(=S)Nc1ccccc1,2,0,-1,-0.8,-7,-2,-14,-4,-7,-1
CCCc1noc2c1/C(=N\O)CC(CC(C)SCC)C2 (stereo not given),-8,0,0,0.3,2,0,-2,1,-2,-6
COc1ccc(NC(=O)CN2c3cccc4cccc(c34)S2(=O)=O)c(OC)c1,-2,-7,-37,-0.1,0,1,-3,-26,1,-2
CCOc1ccc(OCCSc2nc(-c3ccccc3)cc(=O)[nH]2)cc1,-6,-1,0,-0.6,-3,3,-10,0,1,0
S=c1[nH]nc(Cn2nnc3ccccc32)n1-c1ccc(Cl)cc1,3,0,3,0.2,1,1,-3,0,-2,4
COc1ccc(N(C(=O)c2ccco2)C(C(=O)NC2CCCC2)c2cccs2)cc1OC (stereo not given),-6,-6,-4,0.3,-2,1,1,3,5,2
CCc1ccc(C2=CC(c3cc(Br)ccc3F)n3ncnc3N2)cc1 (stereo not given),-4,-103,i,13*,-1,1,9,i,-2,-4
CC1CN(C(=O)COC(=O)c2cccc(S(=O)(=O)N3CCc4ccccc43)c2)CC(C)O1 (stereo not given),-5,-6,4,0.7,1,-5,1,3,-4,-5
CC(C)c1ccc2[nH]c3nc(SCC(=O)NC4CC4)nnc3c2c1,6,-9,-14,-0.4,-8,-7,-1,-5,-6,-4
CCc1ccc(C(=O)COC(=O)C2CCN(c3ccc(C(F)(F)F)cn3)CC2)cc1,2,-4,1,0.0,7,3,11,8,-2,-9
CCOc1cccc(CNCCCSc2ncccn2)c1,1,-1,-8,0.0,2,3,3,4,1,4
CC(C#N)Sc1ccc(S(=O)(=O)N(C)C2CCCCC2)cn1 (stereo not given),-13,2,-3,-0.3,-3,-7,1,3,-8,-4
Cc1ccc(C)c(-n2c(CNc3ccc(F)cc3)nnc2SCC(N)=O)c1,-15,-1,-6,-0.2,2,-3,8,2,2,-3
CCN(CC)CCCNC(=O)CSc1nc2c(c(C(F)(F)F)n1)CCc1ccccc1-2,1,-5,-1,0.2,0,0,12,1,1,-8
Cc1csc(NC(=O)CSc2nnc(CCNC(=O)c3cccs3)n2C)n1,13,-4,-1,0.5,-1,1,1,1,-1,-7
COc1ccc(CCN=C(C)C2=C(O)C(c3ccccc3)OC2=O)cc1OC (stereo not given),-4,-2,2,0.1,1,-1,7,-4,-4,-10

# Some entries already given with just ARFGAP1 inh:
SMILES	ARFGAP1 inh
COc1ccc(NC(=O)CN2c3cccc4cccc(c34)S2(=O)=O)c(OC)c1	-3
CCOc1ccc(OCCSc2nc(-c3ccccc3)cc(=O)[nH]2)cc1	-10
S=c1[nH]nc(Cn2nnc3ccccc32)n1-c1ccc(Cl)cc1	-3

# The list continues:
SMILES,ASAP1 inh,ADAM17 inh,PLCb3 inh,KLK7 zymogen act,UHRF1 MBD2 ctr,MBD2 inh,ARFGAP1 inh,PLCg1 inh,Tn7 DDE FP,Tn6 DDE FP
Cc1ccc(N(Cc2cc3ccccc3[nH]c2=O)S(C)(=O)=O)cc1,14,-10,-2,0.3,2,6,10,0,6,5
S=C(Nc1ccc2c(c1)OCO2)Nc1ccc2c(c1)OCO2,9,-5,-14,-0.3,-2,-1,-2,-12,-6,9
CCCC(=O)N1CCC(NS(=O)(=O)c2ccc3c(c2)CCN3C(C)=O)CC1,.,-5,3,-0.3,0,7,.,2,-2,0
CCOCCCN(C(=O)CCC(=O)Nc1cc(C)on1)C(C(=O)NC(C)(C)C)c1ccccc1Cl (stereo not given),4,-4,-8,-0.1,-2,3,-10,0,1,-4
O=C(CCN1CCN(c2ccccc2)CC1)NNC(=O)Cc1ccc(Br)cc1,-1,-7,-3,0.3,-3,4,-6,1,-3,7
O=C(CC1CCCC1)Nc1nc2ccccc2[nH]1,12,0,8,0.5,0,1,-1,5,-1,-6
COc1cc(C2/C(=C(/O)c3ccccc3)C(=O)C(=O)N2c2ccccn2)ccc1O (stereo not given),0,-4,-2,1.0,-1,1,3,-2,3,-9
CC(=O)N(Cc1ccco1)C1(C(=O)NC2CCCC2)CCCCC1,2,0,-13,0.8,2,2,2,7,-2,-6
COCC(=O)n1nc(-c2ccc(C)cc2)nc1NCc1ccc(F)cc1,10,-2,0,0.9,2,-5,4,-1,-4,-3
CCCc1cc(=O)[nH]c(SCC(=O)N2CCOCC2)n1,-5,-6,-10,-0.6,5,1,11,-1,1,6
Cc1nc2ccccc2c(=O)n1-c1ccc(NS(=O)(=O)c2ccccc2)cc1,11,0,-6,0.4,-1,-2,4,3,0,3
O=C(CNC(=O)c1cccc(Br)c1)N/N=C/c1cccs1,-1,2,-4,-0.3,1,-7,14,0,-1,-6
CCC1CCC(C(=O)NNC(=O)OC)CC1 (stereo not given),-11,-5,1,-0.6,5,-1,-12,2,3,2
C[C@H]1CN([C@@H](C)CO)C(=O)CCCn2cc(nn2)CO[C@@H]1CN(C)C(=O)c1cc(-c2ccccc2)on1,4,-4,0,-0.9,5,4,9,-2,-1,-5
COCCN(CCOC)S(=O)(=O)c1ccc(C(=O)Nc2nc(-c3ccccc3)c(C(=O)c3ccccc3)s2)cc1,13,1,-5,0.1,1,4,3,-4,0,2
O=C(O)c1ccc(NCc2nc3ccccc3n2Cc2ccccc2)cc1,8,-3,-7,-0.1,2,4,-7,-1,-9,-5
O=C(NCc1ccccc1)C1Cc2c(-c3ccc4c(c3)OCO4)ccnc2O1 (stereo not given),-3,-21,-11,-0.2,-3,-2,-1,-6,-7,1
CCCc1n(CC(O)COCC2CC=CCC2)c2ccccc2[n+]1C (stereo not given),5,-2,-4,-0.1,-3,3,13,0,0,-8
O=C(CCN1CCN(c2ccccc2)CC1)N/N=C/c1ccc([N+](=O)[O-])o1,-2,-2,-9,0.9,-3,-3,-4,-3,-3,5
COc1cc(NC(=O)CC(C)S(=O)(=O)c2cc3c(cc2C)NC(=O)CO3)cc(OC)c1OC (stereo not given),-3,-4,-8,0.3,2,1,3,2,-2,-4

# Not a retest: entries from further up.
SMILES,ASAP1 inh,ADAM17 inh,PLCb3 inh,KLK7 zymogen act,UHRF1 MBD2 ctr,MBD2 inh,ARFGAP1 inh,PLCg1 inh,Tn7 DDE FP,Tn6 DDE FP
C[C@H]1CN([C@@H](C)CO)C(=O)CCCn2cc(nn2)CO[C@@H]1CN(C)C(=O)c1cc(-c2ccccc2)on1,4,-4,0,-0.9,5,4,9,-2,-1,-5
COCCN(CCOC)S(=O)(=O)c1ccc(C(=O)Nc2nc(-c3ccccc3)c(C(=O)c3ccccc3)s2)cc1,13,1,-5,0.1,1,4,3,-4,0,2
O=C(O)c1ccc(NCc2nc3ccccc3n2Cc2ccccc2)cc1,8,-3,-7,-0.1,2,4,-7,-1,-9,-5
O=C(NCc1ccccc1)C1Cc2c(-c3ccc4c(c3)OCO4)ccnc2O1 (stereo not given),-3,-21,-11,-0.2,-3,-2,-1,-6,-7,1

# New compounds follow
SMILES,ASAP1 inh,ADAM17 inh,PLCb3 inh,KLK7 zymogen act,UHRF1 MBD2 ctr,MBD2 inh,ARFGAP1 inh,PLCg1 inh,Tn7 DDE FP,Tn6 DDE FP
CS(=O)(=O)N(CC(=O)N1CCCC1)Cc1ccccc1,3,-4,-4,-0.2,-1,3,-5,0,4,-6
CCc1ccc2nc(NC(=O)CN3C(=O)NC4(CCCC4)C3=O)sc2c1,8,2,3,0.0,0,4,0,0,4,-12
COc1ccccc1N(Cc1ccccc1)S(=O)(=O)c1cccc(C(=O)Nc2cccc(C)n2)c1,-6,10*,-2,-0.6,-2,-2,5,-2,-1,7
COc1ccccc1OCC(=O)NCC(C)NC(=O)COc1ccccc1OC (stereo not given),5,-4,-4,0.0,-1,2,-2,0,9,8
Clc1nc2c(ccc3ccccc32)[nH]1,-5,-5,-6,-1.2,-2,-2,0,-3,4,1
CC(=O)c1c(OC(=O)c2ccccc2Br)ccc2c(C)cc(=O)oc12,-6,-6,-10,3.8,-2,2,14,-3,-3,-2
CN1CCC(=C(c2ccccc2)c2ccc(Br)cc2)CC1,5,-5,-5,-0.1,3,8,7,3,3,-9
